Screening data deposited in PubChem by several laboratories.
Anthrax LF inh2: anthrax lethal factor protease inhibition. inhibition, % at 10 µM. hit rate 0.12% among 360,000. multiplex microsphere protease cleavage assay, LF; further: plate controls were buffer without enzyme for full effect and enzyme alone for no effect
FadD28 FP inh: blocks FadD28 binding to the bisubstrate probe | fluorescence polarization | inhibition, % at 12.5 µM | hit rate 0.22% among 360,000 | AID 588549; in the data active means inhibition above about 8.5%, passing the limit was not always enough; inconclusive means no clear call, values can overlap the other calls
BoNT-F LC inh: blocks Botulinum neurotoxin F light chain protease; Multiplex microsphere protease cleavage assay, flow cytometry; inhibition, % at 10 µM; hit rate 0.22% among 360,000; AID 588497; in the data active means inhibition above about 35%, passing the limit was not always enough; inconclusive means no clear call, values can overlap the other calls; further: plate controls were buffer without enzyme for full effect and enzyme alone for no effect
CCHF vOTU inh: CCHFV vOTU protease inhibition; Pep-AMC fluorescence; inhibition, % at 11.5 µM; hit rate 0.55% among 370,000; AID 651958; in the data active means inhibition above about 30%; further: 0% = vehicle wells with enzyme and 100% = no enzyme wells
BoNT A protease: blocks Botulinum neurotoxin A light chain protease; hit rate 0.17% among 360,000; multiplex microsphere protease substrate cleavage, flow cytometry; inhibition, % at 10 µM; further: plate controls were buffer without enzyme for full effect and enzyme alone for no effect
TcdB GH inh: TcdB glycohydrolase inhibition; TcdB glycohydrolase enzymatic assay, plate reader; inhibition, % at 9.99 µM; hit rate 0.24% among 350,000; in the data active means inhibition above about 10%
PfHsp40 yeast: compounds rescuing yeast from Plasmodium falciparum HSP40 toxicity. S. cerevisiae expressing PfHsp40, growth rescue, ATP luminescence. growth rescue, % at 12.5 µM. hit rate 0.68% among 340,000. AID 504582; in the data active means growth rescue above about 28%, passing the limit was not always enough; inconclusive means no clear call, values can overlap the other calls;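 further: yeast W303a lacking pdr1 and pdr3 grown in galactose medium; growth measured after three days at 30 °C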
Y pestis TopoI: blocks Yersinia pestis topoisomerase I activity. Y. pestis Topo-I cleavage product accumulation, plate reader. activity, % at 10 µM. hit rate 0.064% among 360,000; in the data active means activity above about 50%, passing the limit was not always enough; inconclusive means no clear call, values can overlap the other calls; further: inactives centre near 2
PrPC TRFRET: inhibitors of human cell surface prion protein PrPC. P04156. TR-FRET read-out. inhibition, % at 13.8 µM. hit rate 0.43% among 370,000; in the data active means inhibition above about 24%; further: 0% = median of the test wells and 100% = reference compound wells
Numbers without * were called inactive; ? = inconclusive; / = not tested or not shown; & = joins results of further samples. Unless noted, no stated cut-off is given here; in the data, active means inhibition above about 30%; inconclusive means no clear call, values can overlap the other calls; inactive means below that.

SMILES	Anthrax LF inh2	FadD28 FP inh	BoNT-F LC inh	CCHF vOTU inh	BoNT A protease	TcdB GH inh	PfHsp40 yeast	Y pestis TopoI	PrPC TRFRET
Cc1ccc(COn2c(-c3ccc(Cl)cc3Cl)nc3ncccc32)cc1	7	-1.6	2	1	-0.8	/	8.4	10	5
CC(=O)C1=CCC(c2ccccc2)N(S(=O)(=O)c2cccc(C)c2)C1 (stereo not drawn)	-6	-5.1	-10	-1	-0.1	1.9	/	/	7
Cn1cnc([N+](=O)[O-])c1Oc1ccccc1	0	-0.5	6	-6	0.0	0.5	-0.7	2	-3
CCOc1ccccc1NC(=O)c1ccccc1-c1nc(-c2ccccc2)no1	-6	-2.2	-25	-7	2.0	/	0.0	-3	-4
CN1CCN(C2=C(Cl)C(=O)C(c3cnc(N4CCCCC4)s3)=C(Cl)C2=O)CC1	-8	2.6	-23	/	4.4	/	0.0	-18	/
O=C(CCn1c2c(c3ccccc31)CCCC2)NNC(=O)c1cccc([N+](=O)[O-])c1	0	3.1	-4	0	0.1	/	1.6	-11	-1
Cc1ccc(OCC(=O)N(Cc2cccc(Cl)c2)C2CCS(=O)(=O)C2)cc1C (stereo not drawn)	-1	-5.2	8	13	1.4	0.8	1.0	29	-7
CCOC(=O)C1CCN(C(=O)c2cccc(NC3=NC4CS(=O)(=O)CC4S3)c2)CC1 (stereo not drawn)	-6	-3.3	4	-2	0.2	-1.5	0.0	1	-3
Cc1ccc(-n2nc(C)c3c(C)c(CCC(=O)NCc4ccccc4)c(C)nc32)cc1	4	-1.1	-5	-1	-1.0	1.6	-1.1	4	9
Cc1cc(OCC(=O)NCCc2ccc(S(N)(=O)=O)cc2)c2c(C)c(C)c(=O)oc2c1	1	0.2	2	-19	0.9	1.0	0.9	0	-3
Cc1c(CCOC(=O)c2cc([N+](=O)[O-])cc([N+](=O)[O-])c2)sc[n+]1CC(=O)c1ccccc1	2	-2.5	3	-1	0.3	1.1	0.3	-13	-19
CCOC(=O)c1cc(C)nnc1C(=O)OCC	0	-1.9	-5	5	0.4	-0.3	/	-8	-5
CCOC(=O)[C@H]1[C@H]2COc3cc(OC)ccc3[C@@H]2N2C(=O)CN(C)C(=O)[C@@]12C	9	-3.5	2	3	-0.1	1.4	0.0	-2	-2
COc1ccc(-n2nc(C(=O)NCC(=O)NC3CCCCC3)c3ccccc3c2=O)c(OC)c1	1	-1.9	0	-17	0.0	0.2	-0.4	0	4
Cc1cccc(OCC(=O)NC(=S)N2CCCc3ccccc32)c1	25	-3.2	4	-19	21	0.6	15	5	2
Cn1c(=O)c2c(SCC(=O)N3CCOCC3)nc(-c3ccccc3F)nc2n(C)c1=O	0	-2.8	4	18	-1.0	-1.4	0.1	-8	-9
NC(=O)Cc1nc2scc(-c3ccccc3)c2c(=O)[nH]1	-3	-4.3	-1	-4	-0.6	-1.2	-0.8	2	-4
COCC(C)OC(=O)C(C#N)c1nc2ccccc2nc1N1CCN(Cc2ccccc2)CC1 (stereo not drawn)	2	-2.4	-3	2	5.7	/	2.0	3	-3
CC(=O)Nc1nc(SCC(=O)NCc2ccc(F)cc2)[nH]c(=O)c1NC(=O)c1cccs1	0	-0.1	-2	-10	-0.3	-0.5	-0.9	-1	-1
O=C(NCc1nc2ccccc2[nH]1)c1ccccc1F	-7	-2.6	?	-12	-1.8	0.2	/	4	-3
CCN(CC)CCn1c(N)cc(=O)[nH]c1=O	0	-1.8	2	1	-0.2	0.7	-1.4	-3	7
COC(=O)NCc1ccc(S(=O)(=O)N2CCOCC2)cc1	0	-0.1	-21	-8	?	/	-0.4	2	3
Cc1ccc(NC(=O)Cc2ccc(-n3cccc3)cc2)c(C)c1	-3	-3.1	-1	-8	-0.1	/	0.9	-1	-2
COc1cc(CN2CCCC(C(=O)c3ccc4c5c(cccc35)CC4)C2)cc(OC)c1O (stereo not drawn)	-2	-2.9	-4	-23	1.3	-2.2	0.4	18	-18
COc1ccc(C)cc1NC(=O)c1ccc2c(=O)n3c(nc2c1)CCCCC3	/	-5.5	/	13	/	-2.6	-0.6	7	4
Cc1cc(F)ccc1-c1cc(C(=O)NC(C)C)[nH]n1	0	-2.0	0	-6	-0.3	1.6	/	0	5
Cc1cnc(CNC(=O)c2csc([C@@H]3O[C@H](CO)[C@H](O)[C@H](O)[C@H]3O)n2)cn1	-1	0.2	-2	-8	0.6	-0.1	/	-4	-1
COc1ccc(C2C(C(=O)N3CCCCC3)CC(=O)N2c2ccc(OC)cc2)cc1 (stereo not drawn)	4	-1.1	-10	-14	0.8	/	0.6	8	1
COc1ccc(C(=NNc2ccccc2C(=O)O)c2ccc(OC)cc2)cc1	-1	3.8	-7	6	0.3	0.7	-0.5	7	-8
O=C(O)/C=C/c1ccc(S(=O)(=O)N2CCN(CCN3C(=O)C4C5C=CC(C5)C4C3=O)CC2)cc1 (stereo not drawn)	0	-3.2	1	9	0.7	1.5	1.4	9	-2

Of the compounds above, 5 contain an NH in an aromatic ring.
SMILES	Anthrax LF inh2	FadD28 FP inh	BoNT-F LC inh	CCHF vOTU inh	BoNT A protease	TcdB GH inh	PfHsp40 yeast	Y pestis TopoI	PrPC TRFRET
NC(=O)Cc1nc2scc(-c3ccccc3)c2c(=O)[nH]1	-3	-4.3	-1	-4	-0.6	-1.2	-0.8	2	-4
CC(=O)Nc1nc(SCC(=O)NCc2ccc(F)cc2)[nH]c(=O)c1NC(=O)c1cccs1	0	-0.1	-2	-10	-0.3	-0.5	-0.9	-1	-1
O=C(NCc1nc2ccccc2[nH]1)c1ccccc1F	-7	-2.6	?	-12	-1.8	0.2	/	4	-3
CCN(CC)CCn1c(N)cc(=O)[nH]c1=O	0	-1.8	2	1	-0.2	0.7	-1.4	-3	7
Cc1cc(F)ccc1-c1cc(C(=O)NC(C)C)[nH]n1	0	-2.0	0	-6	-0.3	1.6	/	0	5

Remaining list, next part
SMILES	Anthrax LF inh2	FadD28 FP inh	BoNT-F LC inh	CCHF vOTU inh	BoNT A protease	TcdB GH inh	PfHsp40 yeast	Y pestis TopoI	PrPC TRFRET
CCCCCCC(=O)NNC(=O)CC(=O)Nc1ccccc1C(=O)O	9	-1.1	21	-5	1.6	/	-0.9	-4	1
C[C@@H]1CN([C@@H](C)CO)S(=O)(=O)c2ccc(Br)cc2O[C@H]1CN(C)Cc1ccccc1F	-2	-8.9	-7	23	-0.4	1.0&0.5	/	5	-16
COc1cc(C(=O)NC(c2ccccc2)c2ccccc2)cc(OC)c1OC	3	-1.9	-10	-11	0.7	1.2	0.1	28	-2
CSc1ccccc1NC(=O)CN(C)C(=O)Cn1c(=O)oc2ccccc21	-3	-0.6	-8	-4	1.3	1.8	-0.1	-9	8
Cn1c(O)c(C=Nc2ccc(Br)cc2)c(=O)n(C)c1=O	-14	-2.9	-12	8	-1.6	-0.3	-1.4	4	7
COc1ccc(-c2nc(CSCC(=O)N3CCN(c4cccc(C)c4)C(C)C3)c(C)o2)cc1OC (stereo not drawn)	0	-0.6	-6	11	0.3	-0.2	0.7	29	21
CCCCNC(=O)COC(=O)c1cc(C)nc2ccccc12	0	-1.3	4	-10	0.2	2.4	-0.4	-2	9
CCc1nc2c(cnn2-c2ccc(Cl)cc2)c(=O)n1-c1ccc2c(c1)OCCO2	2	-3.8	-4	0	0.1	/	1.8	7	1
COc1ccc(-c2ccc3oc(-c4ccsc4)cc(=O)c3c2)cc1F	-9	1.7	2	8	-0.4	1.0	-0.2	-2	2
CC(C)CCNC(=O)C(=O)NCc1ccccc1	14	-4.0	?	-16	1.3	1.2	2.6	3	-1
CC(C)(C)N(NC(=O)c1ccccc1)C(=O)c1ccccc1	-4	0.8	-1	-6	0.4	/	3.5	8	-2
CCN1CCN(c2c(Cl)cccc2NC(=O)c2ccco2)CC1	3	0.0	19	3	0.7	/	0.2	-3	-5
COc1cc2c(cc1OC)CN(C(=O)CCNC(=O)c1ccccc1Cl)CC2	/	-0.2	/	-12	/	1.5	0.1	10	-1
CCOC(=O)/C(C#N)=C1/SC(C)C(=O)N1c1ccc(Br)cc1 (stereo not drawn)	-6	-1.8	3	0	2.8	/	-1.1	1	6
Cc1ccc(N2CC(=O)Nc3c(sc4nc(C)cc(C)c34)C2=O)cc1	-14	-4.5	?	-11	-0.7	2.1	0.6	6	3
CCOc1ccc(CC(=O)Nc2c(C(N)=O)oc3ccccc23)cc1OCC	-1	-1.3	-2	8	-0.4	/	-0.5	9	-9
COc1cccc(C(=O)Nc2ncc3c(n2)CC(C)(C)CC3=O)c1	4	-3.3	-6	0	-0.1	/	-0.6	3	-2
NC(=O)NCCCC(=O)OCC(=O)c1ccc2ccccc2c1	7	-0.2	-2	-19	0.3	0.5	9.6	2	3
COc1ccc(NC(=O)C2CCN(S(C)(=O)=O)CC2)cc1OC	-12	-0.2	3	-10	-2.9	1.8	-0.6	16	3
CC(C)c1ccc(C(=O)NNC(=O)c2ccncc2)cc1	1	0.3	-12	4	-0.7	2.7	-0.5	-1	-5
COc1cccc(-c2cc(C(=O)N3CCOCC3)no2)c1	-5	1.3	-16	7	0.3	0.4	0.5	-4	-2
COC(=O)C1=C(C)N(C(C)C)C(=O)C1(NC(=O)C1CCCCC1)C(F)(F)F (stereo not drawn)	-4	-3.7	2	-1	?	1.1	0.1	3	4
CCN(CC)C(=O)COc1ccc2oc(-c3ccco3)cc(=O)c2c1	-1	-2.6	0	-139	-0.3	1.6	-0.3	-5	-12
Brc1ccccc1C1CC(c2ccccc2)=Nc2ccccc2N1 (stereo not drawn)	-1	-5.9	-5	4	2.6	0.4	-0.9	2	0
O=c1c2[nH]c3ccc(F)cc3c2ncn1C1CCCCC1	-3	1.4	-1	-3	-1.4	/	0.2	1	1
CC(=NCc1ccco1)C1=C(O)c2ccccc2C1=O	-11	-2.9	-18	0	-0.4	/	-0.7	-5	0
COc1ccc(NC(=S)N(CCCN2CCCC2)Cc2ccco2)cc1	-3	-1.9	-4	8	-0.4	0.9	1.2	0	-4
Cn1c(=O)c2cc(NC(=O)CCc3cccc(Cl)c3)ccc2n1Cc1cccc(C(F)(F)F)c1	-1	-3.7	5	10	0.1	0.5	/	0	6
CCCCn1c(N)c(N(CCOC)C(=O)c2ccc3c(c2)C(=O)N(c2ccccc2Cl)C3=O)c(=O)[nH]c1=O	-5	-2.0	-2	1	0.3	1.2	-1.8	7	6
COc1ccc(Cn2c(=S)[nH]c3cc(OC)c(OC)cc3c2=O)cc1	-2	-1.0	3	-13	-0.2	-1.5	-1.2	6	9
COc1ccc(NC(=O)OCCn2c([N+](=O)[O-])cnc2C)cc1	-2	-2.3	1	6	0.0	0.4	1.1	4	-15
CC(NC(=O)CN(C)S(=O)(=O)c1cnc[nH]1)c1ccccc1 (stereo not drawn)	3	-1.9	1	2	1.0	0.7	0.2	1	-1
COC1CCCN(C(=O)c2ccc3oc(Cc4ccc(Cl)cc4)nc3c2)C1 (stereo not drawn)	-3	-2.7	-14	-3	-0.5	-0.2	2.5	21	-1
NC(=O)CSc1nnc2ccc(-c3ccc(F)cc3)nn12	3	-0.2	4	-8	-1.2	-1.5	-1.2	3	6
Cn1c(=O)c2cc(S(=O)(=O)N3CCOCC3)ccc2n(C)c1=O	1	-1.0	-5	5	0.7	/	-1.7	0	6
C=CC[C@@H](CC(=O)N[C@H](CO)Cc1ccccc1)C(=O)N[C@H](COC(=O)[C@@H](CC=C)Cc1ccc(F)cc1)Cc1ccccc1	4	-2.1	0	14	-0.1	0.3	4.0	37	-5
OC(COc1ccccc1Cl)CN1CCN(CC(O)COc2ccccc2Cl)CC1 (stereo not drawn)	1	-1.3	-8	11	-0.4	/	0.9	14	-24
CCOC(=O)[C@]12Cc3cc(OC)ccc3[C@H]1N(Cc1ccccc1)C(=O)c1ccccc12	-5	-2.0	-2	3	0.9	0.3	1.6	2	-2
Cc1ccc(OCCNC(=O)c2cc(=O)[nH]c3ccccc23)cc1	-1	-2.7	-2	-4	-1.8	0.6	0.2	15	0
C=CCNc1nc(C(=O)OCC(=O)NCc2ccccc2OC)cs1	1	-3.1	3	-9	1.1	-0.3	-0.6	9	-5
COc1ccccc1CC(=O)NCCc1ccccc1	/	-1.3	/	-11	/	0.4	0.1	-8	-4
